Screens from PubChem BioAssay.
TbPYK inhibitor: blocks Trypanosoma brucei pyruvate kinase; TbPYK enzyme, Kinase-Glo Plus ATP luminescence, 45 min; 0.12% of 410,000 active; Potency, µM (titrated, usually from 76.8 µM), for the others: at the top dose activity, negative = inhibition, most hits filed as inhibitors; Q57TT1; AID 624173; further: potency means the concentration at half of the fitted maximal effect; on the % scale 0 is the no-effect control and ±100 the full control effect; nearly all actives have a fitted effect of over 50% in size
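Luminescent Kinase-Glo Plus end-point after 45 min room-temperature reaction of T. brucei pyruvate kinase started with 130 uM ADP (final). Buffer TEA 50 mM pH 7.2 with KCl, MgCl2, BSA, Tween-20; titration-based qHTS with fitted concentration-effect curves.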
Pf growth 96h: P. falciparum growth inhibition at 96 hours; AID 504834; Potency, µM (series often up to 28.7 µM), for the others: top-dose activity change, negative = inhibition, most hits filed as inhibitors; P. falciparum luciferase reporter growth, 96 h; 6.9% of 320,000 active; further: potency means the concentration at half of the fitted maximal effect; on the % scale 0 is the no-effect control and ±100 the full control effect
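Two-generation exposure (96 h) targets delayed-death phenotype. Reporter parasites carrying integrated firefly luciferase, in red cells at 2% hematocrit and 0.05% parasitemia final, kept at 37 C, 5% CO2; luminescence loss indicates inhibition.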
Cycloheximide cs: counter-screen hit for Shiga toxin inhibitors, cycloheximide; max response, %; 12% of 300,000 active; cell reporter, cycloheximide protein synthesis inhibition counterscreen; in the data active means max response mostly above about 13%, no sharp cut-off; inactive means mostly below about 14%; further: read at 38.3 µM for the half of the compounds with a filed dose; 0% is about no effect
Pf growth 48h: P. falciparum growth inhibition at 48 hours (one generation). P. falciparum luciferase growth in erythrocytes, 48 h. Potency, µM (doses to about 28.7 µM), for inactives: top-dose activity change, negative = inhibition, most hits filed as inhibitors. 5.9% of 310,000 active. AID 504832; further: potency means the concentration at half of the fitted maximal effect; on the % scale 0 is the no-effect control and ±100 the full control effect
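Firefly luciferase activity from engineered P. falciparum reports growth; inhibitors lower the luminescent signal. Cultures contained 2% hematocrit erythrocytes at 0.1% final parasitemia.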
AMA1 RON2 block: AMA1-RON2 (P. falciparum) interaction inhibition; AlphaScreen AMA1-biotinylated RON2 peptide binding; Potency, µM (titrated, usually from 58.2 µM), for inactives: at the top dose activity change, negative = inhibition, actives largely listed as inhibitors; 0.2% of 360,000 active; AID 720542;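 further: potency means the concentration at half of the fitted maximal effect; 0% = vehicle wells and -100% = peptide control; nearly all actives have a fitted effect of over 45% in size; some results filed as inactive show a strong effect at the top dose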
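AMA1 (3D7) with his tag at 25 nM final met compounds first, then biotinylated RON2 peptide at 25 nM; detection used donor plus acceptor beads, 10 µg/mL apiece, read by AlphaScreen after 30 min at room temperature.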
LmPK inh: blocks Leishmania mexicana pyruvate kinase activity; Q27686; purified LmPK, Kinase-Glo ATP luminescence, 1 h; Potency, µM (titrated, usually from 57.5 µM), inactives show top-dose activity change, negative = inhibition, usual class: inhibitors; 0.37% of 290,000 active; AID 1721; further: potency means the concentration at half of the fitted maximal effect; on the % scale 0 is the no-effect control and ±100 the full control effect
Target sequence (Q27686 whole entry, looked up): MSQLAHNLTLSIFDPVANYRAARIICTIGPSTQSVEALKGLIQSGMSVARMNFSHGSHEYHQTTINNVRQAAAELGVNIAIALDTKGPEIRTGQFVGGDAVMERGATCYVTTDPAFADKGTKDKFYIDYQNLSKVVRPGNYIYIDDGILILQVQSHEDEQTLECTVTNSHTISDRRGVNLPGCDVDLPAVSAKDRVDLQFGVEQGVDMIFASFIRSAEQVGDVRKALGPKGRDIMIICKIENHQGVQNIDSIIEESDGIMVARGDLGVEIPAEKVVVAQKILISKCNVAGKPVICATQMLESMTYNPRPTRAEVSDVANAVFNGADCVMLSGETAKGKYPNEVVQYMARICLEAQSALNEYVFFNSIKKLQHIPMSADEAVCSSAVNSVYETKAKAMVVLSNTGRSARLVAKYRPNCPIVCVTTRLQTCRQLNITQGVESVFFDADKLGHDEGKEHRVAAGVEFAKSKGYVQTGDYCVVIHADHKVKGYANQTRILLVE
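Purified LmPK (0.1 nM) with 0.5 mM PEP and 0.1 mM ADP in imidazole buffer pH 7.2 with MgCl2/KCl, 1 h at room temperature. ATP formed was read by luciferase luminescence and normalized to no-enzyme and uninhibited controls.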
Shiga inhibitor: inhibitors of Shiga toxin in Vero cells. Vero cells, Shiga toxin protein synthesis inhibition reporter. inhibition, % at 38.7 µM. 9.2% of 290,000 active. AID 2315; in the data active means inhibition mostly above about 28%, no sharp cut-off; inactive means mostly below about 43%; further: 0% is about no effect
* hit, by the source's call; ? = inconclusive; . = not tested or not shown; & = joins results of further samples; [ ] = dose if it differs, or a comment. Unless noted, the call rests on the fitted dose curve; in most records, active means well fitted curve in the direction sought with a large enough effect; inconclusive means small, poorly fitted or top-dose-only effect, or another doubt; inactive means no such curve, though single readings can be large; an effect the other way counts as inactive or inconclusive.

SMILES	TbPYK inhibitor	Pf growth 96h	Cycloheximide cs	Pf growth 48h	AMA1 RON2 block	LmPK inh	Shiga inhibitor
O=C(Nc1ccc([N+](=O)[O-])cc1)C(=O)Nc1cccc(C(=O)O)c1	?	38%	-6	?	-7%	25µM*	-14
O=c1[nH]c(=O)n(Cc2ccccc2)c(O)c1C=Nc1ccc(CN2CCOCC2)cc1	-1%	-13%	-3	5%	-3%	2%	-5
O=C(NC1CCNCC1)C1CCCCC1	-2%	?	-1	?	-5%	-5%	-23
COCCCn1c(SCc2cc(=O)[nH]c3ccccc23)nnc1-c1ccco1	-6%	-20%[5.75 µM]	-1	-23%	-3%	3%	7
Cc1ccc2nc(NC(=O)c3ccc4ncsc4c3)sc2c1	3%	89%[activator]	33*	14%	0%	1%	60*
C=CCN(C(=O)c1csnn1)C(C(=O)NC1CCCC1)c1ccccc1F (configuration not stated)	1%	37%[activator]	-4	7%	1%	9%	-4
CSc1cccc(NC(=O)C(=O)NCc2ccccc2)c1	2%	8%	-1	32%[activator]	10%	5%	5
NC(=O)NC(CC(=O)Nc1cccnc1)c1cccc(Br)c1 (configuration not stated)	-2%	-3%	3	?	-19%	3%	6
COc1ccc(-n2nc(C(=O)NCC(=O)N3CCC(C)CC3)c3ccccc3c2=O)cc1Cl	3%	-20%	38	-43%	0%	-5%	49*
CCN1C(=O)[C@H]2[C@@H](c3ccc(SC4CCCCC4)cc3)N[C@@](CC(C)C)(C(=O)OC)[C@H]2C1=O	0%	2.9µM*	.	12µM*	6%	.	.
CCO[C@@H]1OC(C(=O)O)=C[C@H](c2coc3ccccc3c2=O)[C@H]1CCCO	3%	109%[activator]	-2	78%[activator]	13%	4%	1
C=CCOn1c(=O)c(=O)n(OCc2ccccc2)c2ccccc21	0%	28%	-6	-10%	-4%	2%	-21
Cc1c(C(=O)O)[nH]c2c1C(=O)CC(c1ccccc1)C2 (configuration not stated)	-9%	?	1	-10%	0%	3%	-42
CCN(Cc1cnn(C)c1)C(=O)c1ccc2nc(Cc3cccc(Cl)c3)oc2c1	-1%	?	9	?	-3%	4%	9
Cc1nc(N2CCN(c3ccccn3)CC2)c2c(C)c(C(=O)Nc3ccc(Br)cc3C)sc2n1	30%	-28%	-2	2.9µM*	13%	-2%	18
O=c1cc(N2CCc3ccccc3C2)[nH]c(=O)n1-c1ccccc1Cl	-6%	39%	4	13%	-2%	3%	-5
CCc1ccc(NC2=NCCCS2)cc1	-20%	11%	15*	35%[activator]	-11%	1%	35*
O=C(NCc1cccnc1)C1c2ccccc2C(=O)N1Cc1ccco1 (configuration not stated)	-3%	.	-1	10%	14%	-1%	-10
CCN(CC)C(=O)Nc1c(C)n(C)n(-c2ccccc2)c1=O	-1%	70%[activator]	-2	2%	10%	-1%	-2
COc1ccc(C(=O)Nc2ccc(S(=O)(=O)Nc3nccnc3OC)cc2)cc1OC	4%	1%	1	-4%	8%	0%	18
Cc1ccc(-n2ncc(C(=O)NCc3ccc4c(c3)OCO4)c2NC(=O)c2ccco2)cc1C	4%	19%	3	-34%	-7%	3%	14
Cc1occc1C(=O)NC1CCCN(Cc2ccc(CC(C)C)cc2)C1 (configuration not stated)	6%	43%[activator]	9	-23%	-2%	2%	-8
O=C(O)c1cc(S(=O)(=O)Nc2cccc3ccccc23)c(Cl)cc1Cl	3%	33%	16	15%	-4%	-5%	-15
CCn1c(N2CCN(CC(=O)Nc3cccc(C)c3C)CC2)nc2ccccc21	1%	?	-1	?	-24%	-1%	-11
O=c1c(/C=N/O)coc2ccc3ccccc3c12	-6%	?	8	37%[activator]	-7%	1%	16
CCc1ccc(NC(=O)CN(C(=O)N2CCN(CC)CC2)S(=O)(=O)c2ccc(C)cc2)cc1	0%	5%	.	10%	2%	.	.
CNS(=O)(=O)c1ccc2c3c(cccc13)C(=O)N2C	5%	0%	-3	3%	-2%	-3%	-2
COc1ccc(CCNC(=O)CN(CCc2ccccc2)S(C)(=O)=O)cc1	-1%	7%	-1	15%	20%	-6%	-7
Cc1ccc(COC(=O)CCc2nc3ccccc3c(=O)[nH]2)cc1	-4%	20%	-3	0%	15%[11.6 µM]	1%	-7
COCCCNC(=O)CSc1nc2c(sc(=S)n2-c2cc(Cl)ccc2OC)c(=O)[nH]1	-1%	27%	-3	-8%	-6%	8%	-8
COCCN1C=C(C(=O)OC)C(c2ccc(OC)c(OC)c2)C(C(=O)OC)=C1	-4%	.	-2	-9%	9%	2%	-2
O=C(Nc1ccc(NC(=O)C2CC2)cn1)c1ccccc1	1%	13%	26*	114%[activator]	3%	?	43*
COc1cc(NC(=O)c2cc(S(=O)(=O)N3CCCCC3)ccc2N2CCOCC2)cc(OC)c1	2%	?	.	?	-7%	.	.
O=C(Nc1ccc(C(=O)N2CCN(c3ccccn3)CC2)cc1)c1ccc(Br)o1	-6%	?	.	?	-8%	.	.
CC(=O)c1cccc(NC(=O)CC2S/C(=N/N=C3CCCCCC3)NC2=O)c1 (configuration not stated)	3%	17%	-3	1%	58%[activator]	0%	7
O=C(NCCNc1ccc([N+](=O)[O-])cc1C(F)(F)F)c1ccccc1F	-2%	?	-2	?	-8%	1%	9
O=C(C1CCN(S(=O)(=O)c2cnc[nH]2)CC1)N1CCN(c2ncccn2)CC1	3%	18%	-1	21%	0%	1%	-2
C#Cc1ccc([C@H]2C=C(C(=O)Nc3ccccc3)O[C@@H](OCc3ccc(CO)cc3)C2)cc1	0%	7.4µM*	5	7.4µM*	-1%	2%	20
CC(OC(=O)Cc1ccc(F)cc1)C(=O)N1CCc2ccccc21 (configuration not stated)	-19%	34%[activator]	.	0%	-22%	.	.
CC(C)Oc1ccc(/C=N/NC(=O)c2ccc(N(Cc3ccccc3)S(C)(=O)=O)cc2)cc1	5%	-2%	5	0%	13%	2%	-7
COc1ccc(/C=N/NC(=S)Nc2cccc(C(=O)O)c2)cc1	-4%	-11%	41*	319%[activator]	97%[activator]	1%	156*
CC(C)C[C@H](NC(=O)c1ccc(OC2CCN(C(=O)C3CC3)CC2)cc1)C(N)=O	2%	13%	1	16%	4%	0%	-2
COc1ccc(-c2noc(CCC(=O)Nc3ccc(C)c(C)c3)n2)cc1	1%	.	15*	-13%	16%	0%	34
CC(C(=O)N=Nc1c(O)[nH]c2ccccc12)n1cnc2ccccc2c1=O (configuration not stated)	-20%	0%	-3	-8%	-4%	0%	-17
Cc1ccc2oc(=O)c3cnn(CC(=O)NCCCOC(C)C)c3c2c1	4%	?	1	.	53%[activator]	8%	1
COc1ccc(C2C(C#N)=C(N)Oc3c2c(=O)oc2ccccc32)cc1Cn1cc([N+](=O)[O-])cn1 (configuration not stated)	6%	2%	2	3%	-19%	7%	-20
CC1=C(C(=O)OC(C)C)C(c2ccc(O)cc2)NC(=O)N1 (configuration not stated)	-3%	?	-2	-9%	-1%	-2%	.
COc1ccc(N2C(=O)CCC(C(=O)Nc3cccc(C)n3)C2c2ccc(OC)c(OC)c2)cc1 (configuration not stated)	2%	?	2	15%	0%	5%	0
Cc1ccccc1N1CCN(C2CCCN(C(=O)CCc3c(C)noc3C)C2)CC1 (configuration not stated)	-3%	-13%	5	?	-10%	-3%	7
COc1cc([N+](=O)[O-])ccc1NC(=O)CCCOc1cccc(C)c1	0%	62%[activator]	-4	58%[activator]	-10%	4%	-2
Cc1ccc(OCC(=O)N/N=C\c2cccn2C)c([N+](=O)[O-])c1	-5%	-21%	32*	9%	-6%	7%	42*
Cc1cc2c(cc1S(=O)(=O)N1CC(C)CC(C)C1)OCC(=O)N2 (configuration not stated)	-7%	-19%	0	-13%	14%	4%	12
COCCNc1c2c(nc3c(-c4ccccc4)c(C)nn13)CCC2	-8%	?	-1	?	-2%	2%	-8
Cc1ccccc1OCC(=O)OC(C(=O)c1ccccc1)c1ccccc1 (configuration not stated)	0%	-14%	-2	-2%	9%	0%	22
O=C(O)CC(c1ccc(Br)cc1)N1Cc2ccccc2C1=O (configuration not stated)	-2%	4%	-4	30%[0.00184 µM]	1%	-2%	-4
CN(C)c1ccc(NC(=O)CSc2nc(N)c(C(=O)Nc3ccc(N(C)C)cc3)s2)cc1	-7%	?	31*	?	?	-2%	65
Cc1ccc(-c2nnn(CC(=O)N(CCN3CCOCC3)C(C(=O)NC(C)(C)C)c3ccco3)n2)cc1 (configuration not stated)	-5%	?	-1	?	-8%	3%	-3
CCCCSc1nnc2c(n1)OC=Nc1ccccc1-2	-8%	24%	12	19%	-13%	?	38
O=C(O)CCCN1C(=O)C2C3C=CC(C2C1=O)C1C(=O)N(CCCC(=O)O)C(=O)C31 (configuration not stated)	-3%	20%	-4	7%	-9%	5%	.
O=C(COC(=O)c1ncc(Cl)c(Cl)c1Cl)NC1CCCCCC1	-5%	23%	.	35%[activator]	1%	.	.

The last four entries of the part before lead into the next:
SMILES	TbPYK inhibitor	Pf growth 96h	Cycloheximide cs	Pf growth 48h	AMA1 RON2 block	LmPK inh	Shiga inhibitor
Cc1ccc(-c2nnn(CC(=O)N(CCN3CCOCC3)C(C(=O)NC(C)(C)C)c3ccco3)n2)cc1 (configuration not stated)	-5%	?	-1	?	-8%	3%	-3
CCCCSc1nnc2c(n1)OC=Nc1ccccc1-2	-8%	24%	12	19%	-13%	?	38
O=C(O)CCCN1C(=O)C2C3C=CC(C2C1=O)C1C(=O)N(CCCC(=O)O)C(=O)C31 (configuration not stated)	-3%	20%	-4	7%	-9%	5%	.
O=C(COC(=O)c1ncc(Cl)c(Cl)c1Cl)NC1CCCCCC1	-5%	23%	.	35%[activator]	1%	.	.
Cc1ccc2c(c1)C1CC(C)(O2)N(c2cccc(C(=O)NC3CCN(Cc4ccccc4)CC3)c2)C(=O)N1 (configuration not stated)	1%	-2%	-5	?	-15%	-1%	-7
O=C(Cc1cccc2ccccc12)Nc1ccc(O)cc1C(=O)O	4%	62%[activator]	-3	14%	7%	-1%	10
CCC1CCCCN1CCCNC(=O)c1nn(C)c2c1CS(=O)(=O)c1ccccc1-2 (configuration not stated)	-5%	13%	-2	5%	-6%	6%	-8
O=C(Cn1cccc1C(=O)c1ccccc1)NCc1ccc(F)cc1	-6%&-3%	?	16*	18%	1%	-7%	9
O=C(Nc1ccc(S(=O)(=O)N2CCOCC2)cc1)c1ccc([N+](=O)[O-])s1	-1%	?	.	?	4%	.	.
CC(=O)Nc1cc2c(cc1NC(=O)Cn1nnc(-c3ccc(C)o3)n1)OCCO2	-27%	-33%	4	26%	-6%	-11%	-6

2 compounds from above, limited to AMA1 RON2 block and LmPK inh:
molecule	AMA1 RON2 block	LmPK inh
CCC1CCCCN1CCCNC(=O)c1nn(C)c2c1CS(=O)(=O)c1ccccc1-2 (configuration not stated)	-6%	6%
O=C(Cn1cccc1C(=O)c1ccccc1)NCc1ccc(F)cc1	1%	-7%
